Lipid droplet – modulators of hepatic lipid droplet formation; inhibition, % at 6.5 µM; hit rate 0.4% among 240,000; AML12 mouse hepatocytes, oleate lipid droplets, BODIPY imaging;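 active = lipid droplet intensity inhibited by at least 50%, with more than 500 cells counted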
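Material – mouse AML12 hepatocyte cell line, fixed after treatment · Compound dosing – one dose, 6.5 µM compound · Times – compound with oleate, overnight · Measured by – Image-based BODIPY and DAPI two-channel analysis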
Lipid droplet cells 6.5 µM – recorded beside Lipid droplet, whose call it bears; cell count; measured here: cell count, cytotoxicity flag;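 cells counted across two imaged fields per well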
* hit, by the source's call; & = joins results of further samples. A portion of the library; count on the stated rates, not on these rows.

SMILES	Lipid droplet	Lipid droplet cells 6.5 µM
CCc1cccc(NC(=O)C2CCCN(S(=O)(=O)c3cccnc3)C2)c1 (stereo not given)	-1	697
CC1=CCC2C(=O)N(c3cccc(C(=O)Nc4ccccc4Cl)c3)C(=O)C2C1 (stereo not given)	-3	830
COc1ccc(CCC(=O)NC(C)c2ccccc2)cc1OC (stereo not given)	9	839
COc1ccc(C(=O)NC2CC2)cc1OC1CCN(Cc2cc(C)c(C)cc2C)CC1	-21	627
CC(Sc1nnc(C2CC2)n1N)C(=O)NC1CCCCC1C (stereo not given)	14	707
COc1ccc(OC)c(CCNC(=O)c2cccc(NC(=O)C3=C(C)OCCS3)c2)c1	12	705
CC(C)n1cc(CN2CCC(Oc3ccc(C(=O)N4CCCC4)cc3)CC2)cn1	7	796
CC(=O)c1ccc(N2CCN(C(=O)c3cc(-c4ccncc4)nc4ccc(Cl)cc34)CC2)cc1	16	820
CCOC(=O)CCc1c(C)nc2c(c(C)nn2-c2ccc(C)cc2)c1C	4	742
CCOC(=O)N1CCN(C(=S)NC(=O)/C=C/c2ccc(C)cc2)CC1	-6	701
C/C(=N\Nc1ncnc2sc(C)c(C)c12)c1ccccn1	-175	478
COc1cc(C(=O)NC2CCCc3ccccc32)cc(OC)c1C (stereo not given)	-76	320
COC(CNC(=O)C1CCN(S(=O)(=O)c2ccc3nc4c(c(C(=O)O)c3c2)CC(C)CC4)CC1)OC (stereo not given)	-2	727
COc1ccccc1N(CC(=O)NCc1ccc2c(c1)OCO2)C(=O)CCC(=O)Nc1nccs1	-8	751
CC(C)c1ccc(NC(=O)CCS(=O)(=O)c2cccc3nonc23)cc1	9	786
CCC(=O)N1CCc2cc(S(=O)(=O)N3CCCCC3CC)ccc21 (stereo not given)	-13	692
COc1ccc(Br)cc1C(=O)NC(=S)Nc1ccc2[nH]c(=O)[nH]c2c1	-15	813
COc1cccc(CC(=O)Nc2ncc(C)s2)c1	-2	830
O=C(c1ccco1)N1CCN(C(=S)Nc2ccc(F)c(Cl)c2)CC1	29	801
CC(C)(C)CC(=O)Nc1ccc(-c2cn3cccnc3n2)cc1	-6	823

14 consecutive entries already listed, quoted:
SMILES	Lipid droplet	Lipid droplet cells 6.5 µM
CCc1cccc(NC(=O)C2CCCN(S(=O)(=O)c3cccnc3)C2)c1 (stereo not given)	-1	697
CC1=CCC2C(=O)N(c3cccc(C(=O)Nc4ccccc4Cl)c3)C(=O)C2C1 (stereo not given)	-3	830
COc1ccc(CCC(=O)NC(C)c2ccccc2)cc1OC (stereo not given)	9	839
COc1ccc(C(=O)NC2CC2)cc1OC1CCN(Cc2cc(C)c(C)cc2C)CC1	-21	627
CC(Sc1nnc(C2CC2)n1N)C(=O)NC1CCCCC1C (stereo not given)	14	707
COc1ccc(OC)c(CCNC(=O)c2cccc(NC(=O)C3=C(C)OCCS3)c2)c1	12	705
CC(C)n1cc(CN2CCC(Oc3ccc(C(=O)N4CCCC4)cc3)CC2)cn1	7	796
CC(=O)c1ccc(N2CCN(C(=O)c3cc(-c4ccncc4)nc4ccc(Cl)cc34)CC2)cc1	16	820
CCOC(=O)CCc1c(C)nc2c(c(C)nn2-c2ccc(C)cc2)c1C	4	742
CCOC(=O)N1CCN(C(=S)NC(=O)/C=C/c2ccc(C)cc2)CC1	-6	701
C/C(=N\Nc1ncnc2sc(C)c(C)c12)c1ccccn1	-175	478
COc1cc(C(=O)NC2CCCc3ccccc32)cc(OC)c1C (stereo not given)	-76	320
COC(CNC(=O)C1CCN(S(=O)(=O)c2ccc3nc4c(c(C(=O)O)c3c2)CC(C)CC4)CC1)OC (stereo not given)	-2	727
COc1ccccc1N(CC(=O)NCc1ccc2c(c1)OCO2)C(=O)CCC(=O)Nc1nccs1	-8	751

The listing continues:
SMILES	Lipid droplet	Lipid droplet cells 6.5 µM
COc1cc(NC(=O)c2cccs2)ccc1NC(=O)Cc1ccccc1	10	784
Cc1cc(C)c(C#N)c(Nc2ccc(F)cc2)n1	-9	830
Cn1c(=O)[nH]c(=O)c2c1nc(SCCO)n2CCCc1ccccc1	10	828
CCC(=O)N1CCc2cc(S(=O)(=O)NC(C(=O)N3CCN(c4ccc(F)cc4)CC3)C(C)C)ccc21 (stereo not given)	-3	719
CC(C)C[C@H](NC(=O)C1CCN(S(=O)(=O)c2ccccc2)CC1)C(=O)NCc1ccccn1	12	733
C[C@]12CCC(=O)C[C@@H]1CC[C@@H]1[C@@H]2CC[C@]2(C)[C@@H](C(=O)COC(=O)CCC(=O)O)CC[C@@H]12	-8&2	812&774
O=C(NCC1CCCO1)c1ccccc1-c1nc(-c2ccccc2F)no1 (stereo not given)	4	728
Cc1ccc(Cl)cc1N1CCN(C(=O)c2ccc(NC3=NC4CS(=O)(=O)CC4S3)cc2)CC1 (stereo not given)	-14	688
CC(C)(C)CN1CCC(Oc2cccc(C(=O)N3CCC[C@H]3CO)c2)CC1	4	748
S=C(c1ccc(-c2ccccc2)cc1)N1CCOCC1	3	852
CC1CCCC(C)N1/N=C/c1cccc(Br)c1 (stereo not given)	-1	816
Cc1[nH]c(C)c(S(=O)(=O)Nc2ccccc2Cl)c1C(=O)N1CCCC1	9	803
CCN(CC(=O)Nc1ccccc1OC)C(=O)c1cccc(-n2cccc2)c1	-1	698
CC(=O)c1ccc(OCc2cc(C(=O)NCCc3ccc(Cl)cc3)no2)cc1	-32	733
Oc1ccc(-c2csc(Nc3cccc4ccccc34)n2)cc1O	-1	800
O=C(CNS(=O)(=O)c1ccccc1)N1CCc2ccccc2C1	-12	864
CC(=O)N1CCSc2ccc(S(=O)(=O)NCc3ccc(F)cc3)cc21	-13	692
COc1ccc(C(=O)N2CCCC(Nc3ccc(F)cc3)C2)c(OC)c1 (stereo not given)	7	712
COC(CN(C)C(=O)c1ccc(CS(=O)(=O)c2ccccc2C)o1)OC	-1	827
COC(=O)COc1cccc(NC(=O)C(c2ccccc2)c2ccccc2)c1	-1	764
COC(=O)C1CN(S(=O)(=O)c2ccc(NC(C)=O)cc2)CCS1 (stereo not given)	-3	747
CCOC(=O)CSc1nc2sc3c(c2c(=O)n1-c1ccc(C)cc1)CCN(C)C3	-1	806
O=C(Cn1ncc2c3ccccc3n(Cc3ccccc3)c2c1=O)NCc1ccccn1	-17	759
N=C1SCC(=O)N1c1ccccc1Cl	4	841
Nc1ccc(C(=O)N/N=C\c2ccc(OC(=O)c3ccccc3Cl)cc2)cc1	9	811
CSCC[C@H](NC(=O)N1CCn2c1nc1ccccc12)C(=O)NC1CCCCC1	0	709
CC(CC(=O)N1CCN(c2ccccc2)CC1)S(=O)(=O)c1ccc2c(c1)NC(=O)CO2 (stereo not given)	-26	680
Cn1c(CC(=O)Nc2ccccc2F)nnc1SCC(=O)NC1=NCCS1	8	843
CCc1cccc(C)c1NC(=O)c1ccc2c(c1)CCN2S(C)(=O)=O	-7	818
COc1ccc(C(=O)C2CCCN(C(=O)c3ccc4nccnc4c3)C2)c(C)c1 (stereo not given)	-14	664
CC(C)c1ccc(CNc2ccc3c(c2)ncn3C)cc1	-10	865
N#Cc1ccccc1OCc1nnc(-c2ccccc2Br)o1	-1	817
O=C(c1ccccc1Cl)N1CCN(S(=O)(=O)c2cccs2)CC1	6	735
Cc1cccc(NC(=O)c2cccnc2Cl)n1	10	876
Cc1ncc([N+](=O)[O-])n1CC(=O)Nc1cc(Cl)ccc1Cl	-9	418
CC(C)c1nnc(NC(=O)CCC(=O)NC2CCCCCC2)s1	19	736
NC(=O)C1CCN(C(=O)COc2ccc3ccc(=O)oc3c2)CC1	1	802
Cc1cccc(C)c1OCC(=O)N(Cc1ccco1)C1CCS(=O)(=O)C1 (stereo not given)	14	726
Clc1ccc2nc(-c3ccc(Cl)nc3)[nH]c2c1	-1	780
O=[N+]([O-])c1ccc(CSc2nnc(-c3cccnc3)o2)cc1	-1	812
CC1CCC(NC(=O)CCN2C(=O)C3C4C=CC(C4)C3C2=O)CC1 (stereo not given)	20	728
Cc1cc(O)c(C(=O)Nc2cccc(Cl)c2)c(=O)n1C	-4	624
CC1CN(Cc2cc(=O)oc3cc(O)ccc23)CC(C)O1 (stereo not given)	-8	762
O=C(O)c1ccc(S(=O)(=O)N2CCc3ccccc3C2)cc1	3	776
O=C(CCN1CCCCC1)Nc1cccc(Br)c1	8	811
Cc1c(Cl)cccc1NC(=O)CSc1nc2ncc(Cl)cc2[nH]1	-12	712
COc1ccc(/C(O)=C2/C(=O)C(=O)N(c3ccccn3)C2c2ccc(OC)cc2)cc1 (stereo not given)	7	831
CCN(CC)Cc1c(C(=O)N/N=C/c2cccc(OCc3ccc(F)cc3)c2)nnn1-c1nonc1N	30	750
Cn1cc(CCC(=O)NC2CC2)c2ccccc21	-20	790
Cc1cc(OCC(=O)Nc2ccc(N3CCN(C)CC3)cc2)ccc1Cl	-1	775
CCC(=O)N1c2ccc(S(=O)(=O)NCCc3ccc(C)cc3)cc2CC1C (stereo not given)	-10	688
Cn1c(=O)c2c(nc(NCCNC(=O)c3ccco3)n2Cc2ccccc2F)n(C)c1=O	-8	836
COc1ccc(-c2nc(CS(=O)CC(=O)NC3CCC(C)CC3)c(C)o2)cc1OC (stereo not given)	-4	695
c1ccc(Nc2nc(-c3ccccc3)nc3ccccc23)cc1	4	772
COCc1cc(C)nc2sc(C(=O)Nc3ccccc3C)c(N)c12	-2	855
Cc1nn(C(C)C(=O)Nc2ccccc2Cl)c(=O)c2nn(-c3ccccc3)c(C)c12 (stereo not given)	-21	673
CCC(C)(C)NC(=O)CN(Cc1ccc(F)cc1)C(=O)CCC(=O)Nc1ccccn1	-20	824
Nc1ncnc2c1ncn2CCc1ccccc1	2	614
COc1ccc(CNC(=O)CN(C(=O)CCC(=O)Nc2nccs2)c2ccccc2C)cc1	0	834
Cc1nn(CC(=O)N2CCOCC2)c(=O)c2c1sc1ccccc12	-2	707

Carrying on.
SMILES	Lipid droplet	Lipid droplet cells 6.5 µM
COc1ccc(CCNC(=O)C(=O)NCC2OCCN2S(=O)(=O)c2cc(F)ccc2F)cc1OC (stereo not given)	11	820
CCc1cccc(N(C(=O)c2csnn2)C(C(=O)NC2CCCCC2)c2ccncc2)c1 (stereo not given)	8	815
Cc1c(C(=O)Nc2ccccc2F)sc2ncn(CC(=O)N3CCCCC3)c(=O)c12	-16	781
COc1ccc(Cc2nc3ccc(C(=O)NCCc4ccccn4)cc3o2)cc1OC	2	848
COc1cccc(CNC(=O)CCS(=O)(=O)c2ccc3c(c2)oc(=O)n3C)c1	2	724
CCN(c1ccc(C)cc1)S(=O)(=O)c1nnc(NC(=O)c2ccco2)s1	2	741
COc1cc([N+](=O)[O-])ccc1NC(=O)N1CCCCCC1	-2	684
CN1N=C(C(=O)NC2CCCc3c2cnn3-c2ccc(F)cc2F)CCC1=O (stereo not given)	-10	783
CCn1c(COc2cccc(OC)c2)nnc1SCC(=O)NC1CCCC1	9	778
O=C(c1cc(S(=O)(=O)N2CCOCC2)ccc1Cl)N1CCOCC1	1	803
Cc1cccc(N(CC(=O)NC2CCCCC2)C(=O)CCC(=O)Nc2nccs2)c1	16	801
CC1CCC(NS(=O)(=O)c2ccc(N3CCCC3=O)cc2)CC1 (stereo not given)	19	755
O=C(O)c1cc(NC(=O)c2ccc(Br)cc2)cc(NC(=O)c2ccc(Br)cc2)c1	2	797
Cc1ccccc1CCN(C(=O)c1csnn1)C(C(=O)NC1CCCC1)c1ccco1 (stereo not given)	6	792
CC1CCCCN1C(=O)CSc1nc(C2CC2)nc2ccccc12 (stereo not given)	-18	786
COc1ccc(N2C(=O)CSC2c2ccc(F)cc2)cc1 (stereo not given)	3	766
Cc1ccc(-c2c(C(=O)N/N=C/c3cccnc3)nnn2-c2nonc2N)cc1	1	740
COc1cc(NS(=O)(=O)c2ccc(-c3ccc(=O)[nH]n3)o2)cc(OC)c1OC	0	745
Cc1ccc(CCNC(=O)c2cc(S(=O)(=O)N3CCCCC3)c[nH]2)cc1	0	713
CCC(CC)NC(=O)c1nn(Cc2ccccc2)c(=O)c2ccccc12	-14	771
Cc1cccn2cc(-c3cccc(S(=O)(=O)N4CCCCC4)c3)nc12	-6	831
O=C(O)CC1c2ccccc2CCN1S(=O)(=O)c1ccc(F)cc1 (stereo not given)	4	851
COc1cccc(NC(=O)Cn2c3ccc(F)cc3c3nc4n(c(=O)c32)CCCS4)c1	0	715
CC(=O)c1cccc(N(C(=O)c2csnn2)C(C(=O)NC2CCCC2)c2ccccc2)c1 (stereo not given)	-2	801
CCOC(=O)C(CC)n1cnc2c(nnn2-c2cccc(OC)c2)c1=O (stereo not given)	-1	823
O=C(O)CC(NC(=O)C12CC3CC(CC(C3)C1)C2)c1cccc(Cl)c1 (stereo not given)	-4	843
CCc1noc(C)c1C(=O)N1CCCC(N2CCN(c3ccc(F)cc3)CC2)C1 (stereo not given)	6	707
CCCC1Oc2ccccc2C(=O)N(CC(=O)c2ccc3c(c2)OCCO3)C1=O (stereo not given)	-14	690
COc1ccc(CNC(=O)CCN2C(=O)c3ccccc3C2=O)cc1OC	-1	745
CN1CCN(C(=O)c2cc3c(=O)n4ccccc4nc3s2)CC1	10	787
Cc1ccccc1NC1=C/C(=N\S(=O)(=O)c2ccc(C(=O)O)cc2)c2ccccc2C1=O	-16	793
COc1ccc(-n2nc3c(N4CCC(C(=O)NCc5ccccc5C)CC4)nnc(C)c3c2C)cc1	7	720
Cc1ccc(C(=O)NCCCNC(=O)COc2ccc(C)c(C)c2)cn1	-7	695
O=C(c1ccco1)N1CCCC(c2nc3c(nnn3Cc3cccc(Cl)c3)c(=O)[nH]2)C1 (stereo not given)	5	767
COc1ccc(CCNC(=O)C(=O)NCC2OCCN2S(=O)(=O)c2cccs2)cc1OC (stereo not given)	-12	689
C/C(=C\c1ccccc1)CN1CCN(C)CC1	-8	732
Cc1ccc(S(=O)(=O)NCCS(=O)(=O)N2CCN(c3ccccc3)CC2)cc1	0	766
CSc1ccc(CN2CCCN(C)CC2)cc1	19	779
